# RAD54 inh: inhibitors of human RAD54 branch migration; Q92698; RAD54 Holliday junction branch migration, FAM/BHQ fluorescence; inhibition, % at 10.4 µM; hit rate 0.14% among 360,000;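 active = mean normalized replicate activity at least 40 and at least half of replicates scoring 40 or more; inconclusive = only one of the two criteria met; inactive = mean below 40 and under half of replicates reaching 40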;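 note: 0% = median of neutral control wells and 100% = median of positive control wells; inhibitors cause a drop in the FAM fluorescence signal; in these data hits start at about 50%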
# Target sequence (Q92698 whole entry, looked up): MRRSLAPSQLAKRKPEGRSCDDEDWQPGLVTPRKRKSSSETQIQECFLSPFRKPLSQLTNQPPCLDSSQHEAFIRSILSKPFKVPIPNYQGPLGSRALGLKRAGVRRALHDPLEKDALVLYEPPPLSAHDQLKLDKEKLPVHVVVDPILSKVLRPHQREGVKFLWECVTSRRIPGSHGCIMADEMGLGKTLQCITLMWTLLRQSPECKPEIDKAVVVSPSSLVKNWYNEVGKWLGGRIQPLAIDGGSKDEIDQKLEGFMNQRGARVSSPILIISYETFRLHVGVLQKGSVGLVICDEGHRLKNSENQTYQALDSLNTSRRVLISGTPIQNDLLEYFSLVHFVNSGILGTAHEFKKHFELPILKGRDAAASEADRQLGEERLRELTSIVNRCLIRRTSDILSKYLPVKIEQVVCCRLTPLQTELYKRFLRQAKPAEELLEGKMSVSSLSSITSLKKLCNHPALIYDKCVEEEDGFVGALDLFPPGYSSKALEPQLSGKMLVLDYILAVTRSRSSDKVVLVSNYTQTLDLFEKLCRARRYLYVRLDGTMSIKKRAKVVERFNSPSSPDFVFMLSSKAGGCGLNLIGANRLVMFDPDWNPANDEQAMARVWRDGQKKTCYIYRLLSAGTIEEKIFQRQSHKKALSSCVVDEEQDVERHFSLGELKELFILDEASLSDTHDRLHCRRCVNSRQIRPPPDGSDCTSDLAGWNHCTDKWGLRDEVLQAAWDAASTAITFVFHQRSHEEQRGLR
# esBAF inh: SWI/SNF esBAF complex inhibition; mouse ES cells, Bmi1-luciferase knock-in reporter, 24 h; 100% = twice the neutral-well signal; reporter increase, % at 12.5 µM; hit rate 2% among 350,000; in the data active = activation above about 40%; inconclusive = no clear call, values can overlap the other calls;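 note: 0% = median of the plate's neutral control wells and 100% = double that signal; a rise in the Bmi1 reporter signal indicates esBAF inhibition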
# RAD52 inh: RAD52 (human) annealing inhibition. P43351. recombinant RAD52 DNA annealing, FRET fluorescence. inhibition, % at 18.7 µM. hit rate 0.46% among 360,000. AID 651710;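 active = every replicate showing at least 50% inhibition; inconclusive = mean inhibition at least 50% but not in every replicate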
# GSIS activator: GLuc luminescence reporter in INS-1E cells, primary screen for activators of glucose-dependent secretion of insulin; INS-1E GLuc reporter insulin secretion, 2-3 h; activation, % at 16.6 µM; hit rate 0.61% among 370,000;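 active = lowest replicate activation of at least 40%, so every replicate reaches that level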;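 note: 0% = median of neutral control wells and 100% = median of IBMX positive control wells; some compounds called inactive have numbers as strong as hits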
# ERAP1 inh: inhibitors of human ERAP1 aminopeptidase; Q9NZ08; recombinant ERAP1, Leu-AMC fluorescence, 60 min; inhibition, % at 10.7 µM; hit rate 0.15% among 340,000; AID 652197;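 active = mean replicate inhibition of at least 30%, or all replicates individually reaching that 30% level; inactive = mean below 30% and not every replicate reaching it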;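 note: 0% = neutral control wells and 100% = L-leucinethiol positive control wells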
# CFTR F508del cor: correctors of CFTR F508del function in bronchial epithelial cells; CFBE cells, YFP halide quenching; stimulated with forskolin plus potentiator P3; % fluorescence drop versus neutral controls; activity (quench increase), % at 7.58 µM; hit rate 0.36% among 350,000; AID 720511;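 active = mean added fluorescence quench of at least 8% versus neutral control, with both replicates also reaching 8%; inconclusive = only one of the mean or replicate conditions met; inactive = mean below 8% and not both replicates reaching 8%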;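 note: cells transiently co-express mutant CFTR-F508del with the halide-sensitive YFP; corrector assay measuring rescue of mutant channel to the surface after 24 h compound exposure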
# ARNT TACC3 PPI: disruptors of human ARNT/TACC3 interaction; AID 623870; Q9Y6A5; hit rate 0.66% among 390,000; inhibition, % at 9.99 µM; AlphaScreen His-ARNT PAS-B/GST-TACC3 binding, luminescence; TACC3 fragment carries E629A point mutation;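 active = mean inhibition of replicates at least 50% and at least half of replicates each reaching 50%; inconclusive = half or more replicates reach 50% but mean below 50%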;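 note: 0% = complete ARNT plus TACC3 wells and 100% = ARNT alone without TACC3; many hits fall short of the cut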
# Xi reactivation: reactivates the inactive X chromosome in mouse fibroblasts. XiGFP mouse fibroblasts, % GFP-positive cells imaging, 3 d; cells co-treated with 5-aza-dC sensitizer; scaled so ellipticine positive control = 100%. activation, % at 7.58 µM. hit rate 0.055% among 360,000;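 active = mean normalized replicate activation at least 10% and every replicate at or above 10%; inconclusive = only one of the two criteria met; inactive = mean below 10% and not all replicates reach 10%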;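 note: 0% = median of on-plate neutral control wells and 100% = ellipticine 6 µM median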
#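 Material: XiGFP fibroblasts, SV40-immortalized; Buffer or medium: DMEM containing 5-aza-dC; Compound dosing: single point; Times: 3 days compound exposure.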
# Active calls of the source: *; ? = inconclusive; . = no result given; & = joins results of further samples; ! = not confirmed by another sample. Outcome played no part in choosing rows. About 3.3% of those tested had a hit in this group.
SMILES,RAD54 inh,esBAF inh,RAD52 inh,GSIS activator,ERAP1 inh,CFTR F508del cor,ARNT TACC3 PPI,Xi reactivation
COc1ccc(NC(=O)Nc2ccc3c(c2)C(=O)N([C@H](C)CO)C[C@@H](C)[C@@H](CN(C)Cc2ccc4c(c2)OCO4)OCCCC[C@H](C)O3)cc1,-4,-7,59*!,-19&-22,0&0,-1.0&1.5,27,-0.9&0.1
O=C(C[C@@H]1C[C@@H]2c3cc(NS(=O)(=O)c4ccc(F)cc4)ccc3O[C@@H]2[C@@H](CO)O1)NCc1ccc(-c2ccccc2)cc1,5,-11,-6,.,1,-0.8,7,.
C[C@@H]1CCCCO[C@@H](CN(C)Cc2ccccc2)[C@H](C)CN([C@H](C)CO)C(=O)c2cc(NC(=O)Nc3ccccc3)ccc2O1,0,0,5,-2,2,0.2,2,1.0
C=CCNc1nc(Cl)nc(Nc2ccccc2)n1,2,60*,-2,12,-2,3.3,0,0.0
CCCOC(=O)C1=C(C)NC(=O)NC1c1ccc(Br)s1 (stereo not given),.,.,-5,6,0,-2.4,-23,-0.1
C=CCOC(=O)C1=C[C@@H](c2ccc3c(c2)OCO3)C[C@@H](OCc2ccc(CO)cc2)O1,-2&2,3,-45&-24,-14,-1,3.0&5.3,-2&1,0.0
CCOc1ccc2nc(SCC(=O)NCc3ccc(S(N)(=O)=O)cc3)sc2c1,-1,9,-8,-2,1,4.7,13,0.0
CN1C(=O)c2cc(NC(=O)c3ccc(F)c(F)c3)ccc2OC[C@@H]2O[C@@H](CC(=O)N[C@@H]3CCN(Cc4ccccc4)C3)CC[C@@H]21,-8,7,8,-22,-1,.,33,0.2
O=C(Nc1ccccc1)Nc1ccc2c(c1)[C@@H]1C[C@H](CC(=O)N3CCCCC3)O[C@@H](CO)[C@@H]1O2,-3,4,6,13,0,-1.4,-9,0.2
COc1ccc(CNCCNC(=O)c2cccs2)cc1OC,.,.,-17,23,4,0.4,-1,-0.3
Cc1cc(C(=O)COC(=O)C2=NNC(=O)CC2)c(C)n1CCc1ccccc1,6,1,-36,-10,1,-2.7,5,0.2
CC(=O)N1[C@@H]2Cn3c(ccc(C4=CCCCC4)c3=O)[C@H]1[C@@H](C(=O)N[C@@H](C)c1ccccc1)[C@@H]2CO,15,-7,9,-12,-2,.,.,0.0
Cc1noc(C)c1NC(=O)Nc1ccc2c(c1)C(=O)N(C)[C@H]1CC[C@@H](CC(=O)NCc3ccc(Cl)cc3)O[C@@H]1CO2,3,3,1,-4,6,.,33,0.2
Cc1ccc(S(=O)(=O)Nc2ccc3c(c2)C(=O)N(C)[C@H]2CC[C@H](CC(=O)NCCc4ccncc4)O[C@H]2CO3)cc1,-6,-1,2,3,-2,2.2,-4,0.1
CCC(=O)N1C[C@@H](C)[C@@H](OC)CN(C)C(=O)c2cc(NC(=O)Nc3ccccc3)ccc2OC[C@@H]1C,-10,-4,21,-6,-2,1.4,-2,0.4
COC(=O)[C@H]1C[C@@H]1[C@H](NC(=O)c1ccccc1)c1ccccc1,-10,6,1,.,-2,-0.1,13,0.7
CCn1c(N)c(C(=O)N2CCOCC2)sc1=S,-10,1,.,19,.,.,-8,.
C/C=C/c1ccc([C@H]2[C@@H](CO)N(C(=O)NC(C)C)[C@@H]2CNC(C)=O)cc1,.,.,-14,-5,1,-2.3,.,0.1
Cc1cnc(C(=O)N2CCCC(C(=O)c3cccc(OC(C)C)c3)C2)cn1 (stereo not given),.,.,-10,11,0,-1.7,30,0.0
COc1ccccc1C(NC(=O)C1CCN(CCOc2ccccc2)CC1)c1ccccn1 (stereo not given),4,4,-12,-4,2,5.4,.,0.1
CCn1cc(C(=O)O)c(=O)c2cnc(N3CCN(C(=S)Nc4ccc(F)cc4)CC3)nc21,.,.,-23,1,3,4.4,.,0.1
CN(CCC(=O)c1ccccc1)CCC(=O)c1ccccc1,5,-2,-41,9,2,.,-14,0.3
COc1ccc(N2CCN(C(c3ccccc3)c3sc4nc(C)nn4c3O)CC2)cc1 (stereo not given),-8,5,-5,-17,18,1.8,3,0.0
Cc1ccc(CN2CCNC(=O)C2CC(=O)NCCCn2nnc3ccccc32)cc1 (stereo not given),-5,1,-32,.,1,-1.1,.,0.4
C[C@@H]1CCCCO[C@H](CN(C)C(=O)NC2CCCCC2)[C@H](C)CN([C@@H](C)CO)C(=O)c2cc(NS(=O)(=O)c3ccccc3)ccc2O1,2,4,-45,-29,2,1.6,7,0.1
C[C@H](CO)N1C[C@H](C)[C@@H](CN(C)C(=O)c2ccc(F)cc2)Oc2ncc(-c3ccncc3)cc2C1=O,3,0,14,24,1,0.7,-2,-0.4
CCCCN1C(=O)C(C)=C(C)C1OCCc1ccc(OC)c(OC)c1 (stereo not given),-5,0,2,25,-1,1.3,1,0.0
O=Cc1ccccc1-n1cccn1,.,.,-12,2,4,0.6,11,0.1
Cc1csc(=O)n1CCC(=O)OCC(=O)Nc1ccc(F)c(F)c1F,-1,-4,-7,17,-1,-1.2,.,0.2
O=C(CCC(=O)c1cccs1)Nc1ccccc1F,3,-40,0,.,-6,.,19,.
Nc1ccc(S(=O)(=O)Nc2ncccn2)cc1,-7,3,-6,.,0,-5.7,23,0.2
CC(C)NC(=O)c1cc(C2CCCCN2S(=O)(=O)c2ccc(F)cc2F)on1 (stereo not given),-1,3,-14,-9,-1,-0.4,.,0.2
Nc1ccccc1Sc1nc2ccccc2[nH]1,.,.,4,5,13,1.4,2,0.1
CC[C@@]1(C(=O)OC)N[C@H](CN(C)C(=O)COC)[C@@H]2C(=O)N(C)C(=O)[C@@H]21,5,-4,-8,10,-3,0.5,-6,0.0
NC(=O)c1ccc(NC(=O)CCC(=O)N2CCN(S(=O)(=O)c3ccc(Cl)cc3)CC2)cc1,.,.,-4,14,-7,-3.0,2,-0.1
Cc1ccc2c(NCc3ccco3)nc(NC(C)C)nc2c1,.,.,-13,-8,.,-3.1,.,0.1
C/C(Cc1ccccc1)=N\NC(=O)CNC(=O)c1cccc(F)c1,-3,0,-11,11,-6,2.4,-48,0.1
CCOP(=O)(OCC)c1nc(-c2ccc(Cl)cc2Cl)oc1N1CCCCC1,.,.,-15,18,-4,-0.2,5,0.0
C[C@@H]1CN([C@@H](C)CO)C(=O)c2cc(-c3ccccc3)cnc2O[C@@H]1CN(C)C(=O)C1CCCCC1,2,6,4,-2,3,0.4,6,-0.7
O=S(=O)(NNc1ncc(C(F)(F)F)cc1Cl)c1ccc(F)cc1F,5,-7,1,9,2,-2.3,27,0.0
CO[C@H](C(=O)N(C)C[C@H]1OCc2ccccc2-c2ccccc2C(=O)N([C@H](C)CO)C[C@H]1C)c1ccccc1,1,0,-1,6,4,-2.5,-16,0.3
CC(=O)Nc1nc(-c2ccc3c(c2)CC(C)N3C(=O)C2CC2)c(C)s1 (stereo not given),-12,?,-22,-2,3,0.2,.,0.9
CC[C@]12c3[nH]c4cc(-c5ccco5)ccc4c3CCN1C(=O)[C@@H](CC(=O)NCCCOC)C[C@@H]2C(=O)N1CCN(C(=O)C2CC2)CC1,-6,2,-14,17,-2,1.7,8,0.1
C[C@H]1CN([C@@H](C)CO)C(=O)c2cccc(NC(=O)c3nc4ccccc4s3)c2O[C@@H]1CN(C)Cc1ccccc1,3,-4,9,-15,0,0.5,38,-1.3
Cc1ccc(C(=O)NCC(=O)Nc2ccc3c(c2)CCC3)cc1,10,72*,-5,9,0,0.7,.,0.1
C[C@H](CO)N1C[C@H](C)[C@@H](CN(C)S(=O)(=O)c2ccc(Cl)cc2)Oc2ccc(NC(=O)CCCN(C)C)cc2CC1=O,1,2,18,2,-8,-0.4,1,-0.5
COCCOC(=O)c1c(C)n(C)c2ccc(OC(=O)c3c(OC)cccc3OC)cc12,-5,-5,-2,15,-2,5.1,-4,0.0
O=S(=O)(c1ccc(F)cc1)N1CCCCN2[C@H](CO)[C@@H](c3ccc(-c4ccccc4F)cc3)[C@H]2C1,0,.,56*,.,0,-1.8,22,.
Cc1ccc(-c2ccnc(=S)[nH]2)cc1,6,-4,-12,1,0,4.4,3,.
CN(Cc1ccccc1)c1ccc(S(=O)(=O)N2CCC(C(=O)O)CC2)cc1[N+](=O)[O-],-12,-2,-8,24,0,0.7,-4,0.0
CO[C@@H]1CN(C)C(=O)c2ccc(NC(=O)c3ccc(F)cc3)cc2OC[C@@H](C)N(C(C)=O)C[C@@H]1C,-4,-2,.,4,.,1.9,.,0.0
CCCCC(=O)Nc1ccc(C(=O)NNC(=O)c2ccc(C)c(Br)c2)cc1,13,.,.,64*,.,.,-3,0.0
CN(C)S(=O)(=O)c1cccc(C(=O)NCC2(N3CCOCC3)CCCCC2)c1,11,-2,-13,1,0,0.2,-7,?
Cc1cccc(OC(C)C(=O)N/N=C\c2ccncc2)c1 (stereo not given),6,-7,10,-5,2,1.7,2,0.0
O=C(CN1C(=O)NC2(CCCCCCC2)C1=O)Nc1ccc(Br)cc1,.,-8,4,2,-4,9.1*,.,-0.1
Cc1ccc(-n2nc3c(=O)n(CC(=O)NCCc4cccs4)nc(C)c3c2C)cc1,5,-1,-10,2,-3,2.5,1,0.0
CN(Cc1ccccc1)C(=O)CN1C(=O)NC2(CCCC2)C1=O,0,3,-13,28,0,-1.3,-5,0.0
CN(C[C@H](Cc1ccccc1)N(C[C@H](Cc1ccccc1)N(CCC(C)(C)C)N=O)N=O)N=O,-3,4,.,-14,.,8.8*,5,0.0
CC(C)NC(=O)N1CC2(C1)[C@@H](c1ccccc1)[C@@H](CO)N2C(=O)c1ccccn1,.,.,2,2,.,1.6,.,0.0
Cc1occc1C(=O)NNC(=O)Nc1ccc(F)cc1F,3,.,.,1,.,.,5,0.0
# More structures.
SMILES,RAD54 inh,esBAF inh,RAD52 inh,GSIS activator,ERAP1 inh,CFTR F508del cor,ARNT TACC3 PPI,Xi reactivation
COc1ccc(N(CC(=O)NCc2ccc(F)cc2)S(=O)(=O)c2c(C)noc2C)cc1,-1,-2,-8,4,-4,0.3,-9,0.0
Nc1ccncc1N,10,-1,26,.,-2,5.5,3,0.1
C[C@H](CO)N1C[C@H](C)[C@@H](CN(C)C(=O)CC2CC2)Oc2ncc(C#CC(C)(C)O)cc2C1=O,3,-1,11,15,1,-1.1,-16,-0.9
Nc1ccc2[nH]c(=S)sc2c1,3,13,-5,-1,-4,2.0,-12,-0.2
Oc1ccc(Br)cc1C=Nc1ccc2[nH]ncc2c1,8,-6,-7,-4,0,.,-3,-0.1
CCOC1=C2[C@@H](CN(S(=O)(=O)c3ccc(C)cc3)[C@H]2c2ccccc2Cl)[C@H]2C(=O)N(C)C(=O)[C@H]2C1,-2,2,-2,-6,-1,-3.3,.,0.0
O=C(NCCCn1ccnc1)C(=O)NCC1OCCCN1S(=O)(=O)c1ccc(F)cc1 (stereo not given),.,.,-9,8,-1,0.5,.,0.2
C[C@@H]1CN([C@H](C)CO)C(=O)c2cc(/C=C/c3ccccc3)cnc2O[C@@H]1CN(C)Cc1ccc2c(c1)OCO2,-6,-8,14,-16,1,0.2,1,0.4
COc1ccccc1CNC(=O)C[C@@H]1C=C[C@H](NC(=O)CC2CC2)[C@H](CO)O1,-2,-1,-4,3,2,1.0,2,0.4
